# Compound activity as filed in PubChem.
# CHRM4 agonist: human M4 muscarinic receptor agonists, primary screen, CHO-K1 cells, Fluo-8 calcium fluorescence; Muscarinic acetylcholine receptor M4 (Homo sapiens), P08173; CHO-K1 hM4/Gqi5; vehicle 0%, full acetylcholine response 100%; activation, % at 3 µM; 0.14% of 360,000 active;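 active = activation above the run mean over all test wells plus 3 SD, cut at about 32% in these data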;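 note: peak over basal fluorescence ratio per well then scaled between controls; 0% = DMSO wells and 100% = acetylcholine at EC100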
# Target sequence (P08173 whole entry, looked up): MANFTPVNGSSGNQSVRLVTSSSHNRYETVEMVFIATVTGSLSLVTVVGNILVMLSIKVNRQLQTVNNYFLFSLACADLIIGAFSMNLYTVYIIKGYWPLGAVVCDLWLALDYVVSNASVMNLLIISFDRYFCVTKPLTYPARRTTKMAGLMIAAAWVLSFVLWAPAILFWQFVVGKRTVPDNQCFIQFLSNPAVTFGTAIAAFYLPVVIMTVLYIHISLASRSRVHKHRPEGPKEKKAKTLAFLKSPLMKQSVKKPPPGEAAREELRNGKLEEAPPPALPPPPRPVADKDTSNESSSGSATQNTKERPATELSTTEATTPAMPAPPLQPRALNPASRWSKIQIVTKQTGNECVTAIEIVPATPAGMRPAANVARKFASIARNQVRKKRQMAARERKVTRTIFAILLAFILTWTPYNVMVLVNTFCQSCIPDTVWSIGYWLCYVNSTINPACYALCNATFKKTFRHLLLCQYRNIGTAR
# CHRM4 antagonist: human M4 muscarinic receptor antagonists, primary screen, CHO cells, Fluo-8 calcium fluorescence. CHO-hM4 cells, ACh EC80. Muscarinic acetylcholine receptor M4 (Homo sapiens), P08173. 0.73% of 360,000 active. AID 624125, 2012. inhibition, % at 3 µM;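 active = inhibition above its plate's cutoff, the mean inhibition of sample wells plus 3 SD, cut at about 27% in these data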;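 note: 0% = acetylcholine EC80 with DMSO and 100% = DMSO without agonist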
# M4 PAM: human M4 muscarinic receptor positive allosteric modulators, primary screen, CHO-K1 cells, Fluo-8 calcium fluorescence | Muscarinic acetylcholine receptor M4 (Homo sapiens), P08173 | 0.4% of 360,000 active | AID 624126, 2012 | CHO-K1 hM4/Gqi5, ACh EC20; 0% = ACh EC20, 100% = maximal ACh | activation, % at 3 µM;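 active = activation above its plate's cutoff, the mean activation of sample wells plus 3 SD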; note: some results filed as inactive read as strong as hits
# CRFBP-R2 block: antagonists of CRF-BP/CRF-R2 complex, primary screen, cell-based, HEK293, calcium dye fluorescence, uHTS; 0.59% of 350,000 active; inhibition, % at 11.8 µM; AID 588475, 2011; CRF-induced calcium fluorescence;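 active = inhibition of the ligand-induced calcium signal above about 50% at the single tested concentration, limit read from the data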
# IDE inh: human IDE inhibitors in live cells, primary screen, fluorescence polarization, HEK cells, FAbetaB substrate; Insulin-degrading enzyme (Homo sapiens), P14735; FAbetaB cleavage; inhibition, % at 5.59 µM; 0.41% of 320,000 active;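 active = percent inhibition above the average of all tested compounds plus 3 SD, set per screening campaign, cut at about 16% in these data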;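 note: IDE supplied by intact live HEK cells; FP after avidin binding of uncleaved biotin substrate so inhibition keeps polarization high; 0% = DMSO wells and 100% = 60 µM reference IDE inhibitor Ii1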
# CRFBP-R2 agonist: agonists of CRF-BP/CRF-R2 complex, primary screen, cell-based, HEK293, calcium dye fluorescence, uHTS; CRF-binding protein / CRF receptor 2 complex (human); calcium dye fluorescence (FLIPR); percent of saturating CRF peptide response; activation, % at 13.2 µM; 0.46% of 350,000 active; AID 588473, 2011;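 active = activation of at least 50%, plus an integration ratio under a set limit after plate pattern correction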;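 note: plate controls were neutral control wells without compound for no effect and CRF at EC100 for full effect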
# M5 PAM: human M5 muscarinic receptor positive allosteric modulators, primary screen, CHO-K1 cells, Fluo-8 calcium fluorescence; Muscarinic acetylcholine receptor M5 (Homo sapiens), P08912; CHO-K1 hM5, ACh EC20 PAM; 0% = ACh EC20, 100% = ACh EC100; activation, % at 3 µM; 0.3% of 360,000 active; AID 624038, 2012;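 active = activation above the run cutoff, the mean activation of all test compounds plus 3 SD, cut at about 18% in these data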
# Target sequence (P08912 whole entry, looked up): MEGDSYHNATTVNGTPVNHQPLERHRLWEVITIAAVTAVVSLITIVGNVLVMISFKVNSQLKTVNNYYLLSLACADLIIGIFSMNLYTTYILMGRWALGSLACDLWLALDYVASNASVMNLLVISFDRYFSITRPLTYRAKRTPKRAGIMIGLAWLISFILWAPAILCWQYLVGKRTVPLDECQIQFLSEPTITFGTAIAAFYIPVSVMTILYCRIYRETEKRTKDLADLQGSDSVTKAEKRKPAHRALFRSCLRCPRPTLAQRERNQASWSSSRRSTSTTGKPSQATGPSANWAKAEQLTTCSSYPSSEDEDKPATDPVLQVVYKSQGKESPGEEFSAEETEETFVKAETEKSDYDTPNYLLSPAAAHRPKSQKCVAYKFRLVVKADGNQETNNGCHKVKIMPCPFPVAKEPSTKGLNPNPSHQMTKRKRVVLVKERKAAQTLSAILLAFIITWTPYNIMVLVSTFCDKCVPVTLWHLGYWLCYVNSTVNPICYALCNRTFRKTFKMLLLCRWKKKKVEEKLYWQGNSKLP
#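 system = human M5 receptor in CHO-K1 cells | reagent = EC20 acetylcholine as agonist stimulus | compound dosing = single-point, 3 µM nominal | incubation = Fluo-8 loading 80 min at 37 °C plus 30 min room temperature | detection = Fluo-8 calcium dye fluorescence, kinetic read | benchmarks = low control EC20 acetylcholine (0%), high control EC100 acetylcholine (100%)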
# CHRM5 agonist: human M5 muscarinic receptor agonists, primary screen, CHO-K1 cells, Fluo-8 calcium fluorescence; CHO-K1 hM5 cells; 0% DMSO wells, 100% maximal acetylcholine response; Muscarinic acetylcholine receptor M5 (Homo sapiens), P08912; 0.19% of 360,000 active; activation, % at 3 µM;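 active = activation above the run's mean over test compounds plus 3 SD, cut at about 23% in these data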;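 note: signal is peak over basal fluorescence ratio across the kinetic read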
# CHRM5 antagonist: human M5 muscarinic receptor antagonists, primary screen, CHO cells, Fluo-8 calcium fluorescence; CHO-hM5 cells, ACh EC80; 0.59% of 360,000 active; inhibition, % at 3 µM; AID 624040, 2012;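 active = inhibition above a per-plate cutoff, the mean of that plate's test compounds plus 3 SD, cut at about 27% in these data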;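 note: 0% = acetylcholine EC80 with DMSO and 100% = DMSO without agonist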
# * marks the source's active call; other numbers are inactive results; / = no result given.
no.	structure	CHRM4 agonist	CHRM4 antagonist	M4 PAM	CRFBP-R2 block	IDE inh
1	CC(=O)Nc1ccccc1C(=O)C(=O)NCCc1ccccc1	0	9	-3	14	6
2	CCN1CCN(c2ccc(NC(=O)c3cccc(S(=O)(=O)N4CCCC4)c3)cc2)CC1	1	26	-11	-1	-2
3	CC(=O)N1CCN(C(C)=O)C1c1ccccc1	1	-2	22	-11	-9
4	CNC(=S)Nc1cccc([N+](=O)[O-])c1	3	0	3	18	4
5	O=C(c1ccccc1)c1nc2c(n1O)CCCCC2	19	5	-12	-12	1
6	COc1ccc(NC(=O)COC(=O)c2cc(C)oc2C)c([N+](=O)[O-])c1	0	-3	9	-1	-1
7	CC(C)(C)C(=O)Nc1ccc(C(=O)N/N=C/c2ccccc2OC(=O)c2ccc(Cl)cc2Cl)cc1	4	6	-9	-3	0
8	COc1ccccc1NC(=O)c1c[nH]c2ccccc12	1	-4	-1	5	1
9	C[C@@H]1Cc2[nH][nH]c(=O)c2[C@H](C)O1	0	-1	0	/	/
10	COc1ccc(CCNC(=O)C2CCN(S(=O)(=O)c3cccc4nsnc34)CC2)cc1OC	4	-8	2	-8	-4
11	Cc1nc2nc(-c3ccco3)nn2c(C)c1Cl	1	-9	7	3	3
12	COc1ccc(C)cc1Nc1cc(C)nc2ncnn12	0	-22	14	1	0
13	Cc1cc(-c2c(C)[nH]n(-c3ccccc3)c2=O)n[nH]1	2	2	20	6	2
14	CN(C)CCCn1c(SCCN2C(=O)c3ccccc3C2=O)nc2ccccc2c1=O	3	-1	-8	-7	4
15	CC1(C)CC(=O)C(N=Nc2c(F)cccc2F)=C(O)C1	0	-10	-1	15	7

no.	CRFBP-R2 agonist	M5 PAM	CHRM5 agonist	CHRM5 antagonist
1	-2.7	9	-3	10
2	-2.4	-34	-10	50*
3	2.4	5	-2	-4
4	0.1	-8	0	14
5	0.5	-13	0	15
6	-0.1	7	1	0
7	2.7	-11	-3	12
8	-5.3	-6	-3	16
9	/	-6	3	-7
10	0.6	-5	-5	-1
11	6.5	8	2	-6
12	-1.6	-11	-1	9
13	0.6	-3	-3	8
14	-2.7	2	-15	3
15	-0.8	3	0	4

# Some of the entries so far, with the structure last:
no. | CHRM4 agonist | CHRM4 antagonist | M4 PAM | CRFBP-R2 block | IDE inh | CRFBP-R2 agonist | M5 PAM | CHRM5 agonist | CHRM5 antagonist | molecule
13 | 2 | 2 | 20 | 6 | 2 | 0.6 | -3 | -3 | 8 | Cc1cc(-c2c(C)[nH]n(-c3ccccc3)c2=O)n[nH]1
7 | 4 | 6 | -9 | -3 | 0 | 2.7 | -11 | -3 | 12 | CC(C)(C)C(=O)Nc1ccc(C(=O)N/N=C/c2ccccc2OC(=O)c2ccc(Cl)cc2Cl)cc1

# Complete entries, looked up by structure. Values in the order: CHRM4 agonist | CHRM4 antagonist | M4 PAM | CRFBP-R2 block | IDE inh | CRFBP-R2 agonist | M5 PAM | CHRM5 agonist | CHRM5 antagonist
# Shown for `COc1ccccc1NC(=O)c1c[nH]c2ccccc12` → 1 | -4 | -1 | 5 | 1 | -5.3 | -6 | -3 | 16
# Shown for `CCN1CCN(c2ccc(NC(=O)c3cccc(S(=O)(=O)N4CCCC4)c3)cc2)CC1` → 1 | 26 | -11 | -1 | -2 | -2.4 | -34 | -10 | 50*
# Shown for `COc1ccc(C)cc1Nc1cc(C)nc2ncnn12` → 0 | -22 | 14 | 1 | 0 | -1.6 | -11 | -1 | 9
# Shown for `CC(=O)Nc1ccccc1C(=O)C(=O)NCCc1ccccc1` → 0 | 9 | -3 | 14 | 6 | -2.7 | 9 | -3 | 10

# The results go on.
no.	structure	CHRM4 agonist	CHRM4 antagonist	M4 PAM	CRFBP-R2 block	IDE inh
16	CCOP(C)(=O)C1(C(=O)OCc2ccccc2)CC1 (stereo unspecified)	1	-2	1	-9	1
17	O=C(CCNC(=O)c1ccc(Br)cc1)NNC(=O)c1ccccc1	2	-6	-4	6	1
18	N#CCC(=O)Nc1ccc(C(=O)NCCc2c[nH]c3ccccc23)cc1	0	4	6	6	1
19	CCN(CC)C(=O)CSc1nc2c(sc(=S)n2-c2ccccc2)c(=O)n1Cc1ccco1	1	-1	-4	8	5
20	COC(=O)c1c(NC(=O)C2CC2)sc2c1CCCC2	0	7	-5	-1	2
21	S=C(Nc1ccccc1Cl)N(CCCN1CCOCC1)Cc1ccco1	0	17	-17	4	7
22	CCOc1nc(SCCOc2ccccc2)nc(N(C)C)n1	0	-4	5	6	2
23	O=C(NNC(=O)c1nc2ccccc2[nH]1)OCc1ccccc1	5	-18	9	2	4
24	O=C(c1ccco1)N1CCN(S(=O)(=O)c2cccc(C(F)(F)F)c2)CC1	0	5	0	-4	3
25	Cc1cccc(C)c1NC(=O)C(c1ccc(-c2ccccc2)cc1)n1c(=O)c(-c2ccco2)nc2ccccc21 (stereo unspecified)	3	2	3	/	/
26	COCCn1c(=N)c(C(=O)NCc2ccco2)cc2c(=O)n3ccccc3nc21	1	-6	5	5	5
27	O=C(Nc1ccc2c(c1)C(=O)N(CC1CCCO1)C2=O)c1ccc(Cl)c(Cl)c1 (stereo unspecified)	0	-4	3	1	5
28	CCOc1ccc(N2CC(C(=O)Nc3cccc(S(=O)(=O)NC4=NCCC4)c3)CC2=O)cc1 (stereo unspecified)	0	-7	7	-6	4
29	O=C(N/N=C/C1CC=CCC1)c1ccccc1O (stereo unspecified)	1	-6	-2	-29	-2
30	OCC1OC(Oc2cccc3ccccc23)C(O)C(O)C1O (stereo unspecified)	1	7	2	-11	2

no.	CRFBP-R2 agonist	M5 PAM	CHRM5 agonist	CHRM5 antagonist
16	1.5	1	3	-5
17	-3.6	-4	-1	10
18	-1.2	0	-3	8
19	-2.7	-1	-4	-8
20	1.3	-12	-2	3
21	-1.1	-14	-5	6
22	1.0	3	-1	-3
23	-2.9	-8	-2	-3
24	4.2	-4	-1	2
25	/	10	6	-4
26	20	3	-2	-17
27	0.5	0	0	-11
28	-0.3	7	-2	-4
29	-1.6	1	2	-2
30	-0.4	2	-1	2

# New compounds follow:
no.	structure	CHRM4 agonist	CHRM4 antagonist	M4 PAM	CRFBP-R2 block	IDE inh
31	Cc1ccc(C(=O)Cn2cccn2)cc1	1	-2	2	12	-2
32	O=C(NCCc1ccc(O)c(O)c1)C1COc2ccccc2O1 (stereo unspecified)	4	0	0	0	-4
33	COc1ccc(N(Cc2ccccc2)S(=O)(=O)c2cccc(C(=O)NCC3CCCO3)c2)cc1 (stereo unspecified)	5	-4	14	4	/
34	Cc1nc2oc3ccc(F)cc3c(=O)c2cc1C(=O)NC(C)(C)C	1	-3	-2	2	-2
35	COCCCNCC(O)C(F)(F)F (stereo unspecified)	1	-6	7	6	1
36	Cc1c(CCC(=O)O)c(=O)oc2c(C)c(OCc3cc4c(cc3Cl)OCO4)ccc12	1	-7	13	5	8
37	Cc1ccc(NC(=O)CSc2nnc(CNC(=O)c3cccs3)o2)c(C)c1	1	3	0	8	-8
38	CCN(c1ccc(OCC(=O)OCC(=O)Nc2ccc(F)c(F)c2F)cc1)S(=O)(=O)c1ccccc1	1	-1	3	34	1
39	O=C(OCC(=O)N1CCOCC1)c1ccc2ccccc2c1O	4	4	3	0	1
40	O=C(c1ccccc1)N1CN2CN(C(=O)c3ccccc3)CC([N+](=O)[O-])(C2)C1	0	3	-3	6	0
41	COc1ccc(NS(=O)(=O)c2cccc(C(=O)NNC(=O)c3ccccc3O)c2)cc1	0	-10	7	4	4
42	O=C(CCCN1C(=O)NC2(CCCC2)C1=O)Nc1cccc(S(=O)(=O)N2CCOCC2)c1	1	-11	10	0	/
43	Cc1cccc(CN(CC(=O)N/N=C/c2ccco2)S(=O)(=O)c2ccc(Cl)cc2)c1	2	9	-2	-7	-1
44	COC(=O)c1cc(NS(=O)(=O)c2ccc3c(c2)c(=O)n(C)c(=O)n3C)cc(C(=O)OC)c1	2	8	2	-7	0
45	CCOC(=O)c1ccc(NS(=O)(=O)c2ccc(-c3coc(C)n3)cc2)cc1	1	-2	-2	-12	-6

no.	CRFBP-R2 agonist	M5 PAM	CHRM5 agonist	CHRM5 antagonist
31	-1.6	4	0	1
32	-1.2	-5	-4	9
33	-1.6	-7	-1	6
34	-1.0	0	-2	-7
35	-1.0	4	0	1
36	0.1	2	-3	8
37	0.6	10	-2	-8
38	-0.8	-3	-1	9
39	0.5	-11	2	11
40	-0.1	0	0	0
41	-1.0	2	-5	7
42	0.9	-3	0	4
43	3.1	1	-2	0
44	0.7	-3	-3	10
45	-1.2	-6	0	4

# (listing goes on)
no.	structure	CHRM4 agonist	CHRM4 antagonist	M4 PAM	CRFBP-R2 block	IDE inh
46	Cc1cc(NC(=O)CSc2nnc(-c3ccco3)n2Cc2ccco2)no1	-1	2	6	-11	2
47	Cc1cc(=O)oc2cc(NS(=O)(=O)c3ccccc3)ccc12	1	-5	-1	7	1
48	FC(F)Oc1ccc(/C=N/c2c(-c3ccc(OC(F)F)cc3)nc3n2CCS3)cc1	0	3	-1	5	-1
49	COc1ccc(-c2csc(NC(C)c3nc4cc(Cl)c(Cl)cc4n3CCCO)n2)cc1 (stereo unspecified)	5	-3	9	-1	7
50	Nc1[nH]c(C(=O)c2ccccc2)c(-c2ccccc2C(F)(F)F)c1C(=O)c1cccs1	0	-6	-2	/	/
51	CS(=O)(=O)c1ccc2nc(NC(=O)c3ccccc3Cl)sc2c1	2	2	1	-6	/
52	CCCn1cnnc1CNC(=O)C1CCC(=O)N(CCc2ccc(OC)cc2)C1 (stereo unspecified)	1	11	0	5	0
53	COc1ccc([N+](=O)[O-])cc1NC(=O)COC(=O)/C=C/c1ccco1	2	-1	0	-9	4
54	CCCCCCCCNC(=O)CCNC(=O)c1ccc(C(C)(C)C)cc1	0	-6	11	-18	0
55	O=C(COc1ccc([N+](=O)[O-])cc1)NN=C1CCCC1	0	-4	23	9	2
56	Cc1ccc(NC(=O)C2=CC(c3cccs3)=NS(=O)(=O)N2C)cc1	6	-10	-1	-16	1
57	CC(=O)Nc1cccc(-n2c(=O)n(Cc3ccccc3)c(=O)c3[nH]cnc32)c1	4	-8	3	4	2

no.	CRFBP-R2 agonist	M5 PAM	CHRM5 agonist	CHRM5 antagonist
46	-3.9	-2	-3	0
47	-1.0	1	1	-7
48	-0.3	2	-3	-6
49	-1.4	-7	-6	8
50	/	-1	0	-2
51	6.8	-1	-1	-5
52	0.1	-5	-2	11
53	1.4	-2	-1	-11
54	-0.8	1	1	-2
55	1.6	3	1	-5
56	2.0	-1	4	2
57	-1.6	-8	0	11
